Screening results as filed in PubChem BioAssay.
All columns: NCI-60 one-dose screen, growth in % after 48 h at 10 µM unless noted; 100 = growth as untreated, 0 = no growth, -100 = all killed.
KM12: KM12 colon cancer cells; actives 5% (n = 82,000)
SF-295: SF-295 CNS cancer cells; actives 5.6% (n = 79,000)
SF-268: SF-268 CNS cancer cells | AID 1794759 | actives 3.1% (n = 82,000)
HCT-116: HCT-116 colon cancer; AID 1794798; actives 7.3% (n = 82,000)
HCC-2998: HCC-2998 colon cancer; actives 4.7% (n = 79,000); AID 1794799
U251: U251 CNS tumor cells; actives 5.4% (n = 80,000); AID 1794753
SNB-75: SNB-75 CNS cancer. actives 5% (n = 79,000)
SNB-19: SNB-19 CNS cancer cells; actives 2.5% (n = 81,000)
SF-539: SF-539 CNS cancer. actives 6.8% (n = 81,000). AID 1794752
* hit, by the source's call; · = no result given. The calls were made as follows: active = growth percent below 10; inactive = the rest.

Each structure is followed by: KM12 | SF-295 | SF-268 | HCT-116 | HCC-2998 | U251 | SNB-75 | SNB-19 | SF-539
Cc1cc(C)nc(NS(=O)(=O)c2ccc(N/C(N)=N/c3nccc(-c4ccccc4)n3)cc2)n1
 : 79 | 52 | 82 | 77 | 85 | 78 | 88 | 78 | 70
O=C1CSC(=S)N1Cc1cccs1
 : 88 | 128 | 101 | 100 | 111 | 104 | 80 | 115 | 116
CN(C)CCC(C(=O)O)(c1ccccc1)c1ccccc1
 : 101 | 101 | 98 | 92 | 106 | 89 | 90 | 99 | 100
CC1(C)N=C(N)N=C(N)N1c1ccc(F)cc1
 : 80 | 113 | 54 | 33 | · | 48 | 87 | 100 | 65
O=S(=O)(NCCCNc1cc(-c2c(-c3cccc(O)c3)nc3sccn23)ccn1)c1cccc(Cl)c1
 : 32 | 49 | 44 | 33 | 58 | 53 | 14 | 67 | 77
COC(=O)CC(CC(=O)c1ccccc1)c1ccccc1 (centres undefined)
 : 113 | 108 | 110 | 87 | · | 98 | 88 | 111 | 100
O=C(CSc1nnc(CSc2ccc(Cl)cc2)n1-c1ccccc1)NC(=O)Nc1ccccc1
 : 88 | 81 | 94 | 59 | 110 | 23 | 64 | · | 39
CC(=O)C(N=Nc1ccc(N2CCN(C(=O)OC(C)(C)C)CC2=O)cc1)C(C)=O
 : 104 | 102 | 101 | 99 | 117 | 106 | 96 | 96 | 100
CCCS(=O)(=O)Nc1cc(-c2cc(-c3ccc(N4CCNCC4)cc3)cnc2N)cc(F)c1OC
 : 57 | 111 | 84 | 68 | 99 | 98 | 94 | 109 | 102
Cn1cc(-c2nc(-c3c[nH]c4ccncc34)cs2)c2ccccc21
 : 19 | 65 | 77 | -63* | -52* | -44* | 91 | 88 | 79
CC(C)=NOC(=O)Nc1cc(Cl)ccc1Cl
 : 106 | 113 | 93 | 105 | 106 | 92 | 98 | 104 | 98
O=S(=O)(NC1c2ccccc2Oc2ccccc21)c1ccc(Br)cc1
 : 98 | 94 | 93 | 97 | 99 | 93 | 76 | 101 | 88
O=C1Nc2ccc(Br)cc2/C1=N\c1nnc(-c2ccc(Cl)cc2)o1
 : 70 | 75 | 75 | 49 | 96 | 61 | 47 | 72 | 64
NC(=O)c1ncn(C2O[C@H](CO)[C@@H](O)[C@H]2O)c1N (some centres undefined)
 : 109 | 96 | 114 | 103 | 91 | 99 | 90 | 108 | 117
CN(C)CSC1=NCCS1
 : 104 | 95 | 101 | 93 | 103 | 102 | 91 | 94 | 87
COC(=O)C(C)CNCCc1ccccc1 (centres undefined)
 : 106 | 104 | 104 | 93 | 106 | 98 | 93 | 99 | 104
COc1ccc(Oc2nc(Nc3ccc(N4CCCCC4)nc3)ncc2NC(N)=O)cc1
 : 103 | 97 | 101 | 100 | 111 | 108 | · | 104 | 98
CCCCCCCCn1ccc2cc(NC(=O)Cn3cc(-c4ccccc4)nn3)ccc21
 : 100 | 97 | 105 | 100 | 123 | 99 | 84 | 102 | 109
COc1nc(N2CCOCC2)nc2cc(NCc3ccccc3)ccc12
 : 91 | 99 | 95 | 69 | 116 | 95 | 101 | 104 | 112
C[N+]1(CC(=O)c2ccccc2)CCOCC1
 : 102 | 92 | 103 | 96 | 102 | 98 | 117 | 101 | 101
COc1cccc2nc3n(c12)C(c1c(F)cccc1Cl)SC3 (centres undefined)
 : 106 | 97 | 116 | 48 | 103 | 92 | 91 | 96 | 100
CC(=O)N[C@@H](CC(C)C)C(=O)O
 : 103 | 107 | 113 | 110 | 114 | 104 | 102 | 104 | 112
COc1cc(C2CC(=O)Nc3c(-c4ccc(Cl)cc4)nsc32)c(OC)c2c1OCO2 (centres undefined)
 : 97 | 79 | 85 | 82 | 92 | 97 | 99 | 124 | 94
CCN(CC)c1ccc(/C=N/Nc2nc(-c3ccc(Cl)cc3)cs2)c(O)c1
 : 100 | 92 | 111 | 79 | 101 | 98 | 80 | 100 | 107
N#Cc1c2c(nn(-c3ccccc3)c1=O)C(O)=C([N+](=O)[O-])C(c1ccc([N+](=O)[O-])cc1)C2 (centres undefined)
 : 91 | 106 | 99 | 86 | 83 | 92 | 101 | 96 | 99
CC(=O)Oc1ccc(OC(C)=O)c2c1C1C=CC2CC1
 : 102 | 114 | 97 | 108 | 99 | 103 | 102 | 92 | 109
O=c1c2cc(Cl)ccc2nc(SCc2ccccc2)n1-c1ccc(Cl)cc1
 : 95 | 104 | 104 | 75 | 101 | 100 | 119 | 92 | 101
Cc1nn(-c2ccccc2)c2[nH]c(-c3ccc(Cl)cc3)c(C3C(=O)N(Cc4ccccc4)c4ccc(Cl)cc43)c12 (centres undefined)
 : 104 | 93 | 112 | 103 | 113 | 96 | 94 | 95 | 108
NC(=S)NC(=O)c1ccccc1
 : 102 | 108 | 103 | 100 | 134 | 106 | 93 | 104 | 89
Cc1cc(C)n(-c2nc(-c3cc4ccccc4oc3=O)cs2)n1
 : 103 | 94 | 96 | 100 | 106 | 102 | 78 | 98 | 91
O=C(NNC(=O)c1ccc(-n2cc(-c3ccccc3)nn2)cc1)NC1CCCCC1
 : 110 | 103 | 98 | 101 | 114 | 91 | 95 | 93 | 94
CCOC(=O)C1CCC1C(=O)OCC (centres undefined)
 : 99 | 111 | 110 | 101 | 116 | 100 | 76 | 110 | 98
CC(C)(CC(=O)O)Cc1ccccc1
 : 119 | 110 | 111 | 100 | 115 | 101 | 91 | 95 | 111
CCOC(=O)c1c(C)nc2ccccc2c1/C=C/c1ccc(OC)cc1
 : 71 | 59 | 78 | 56 | 78 | 80 | 76 | 76 | 85
Cc1ccc2c(c1)C(=O)N(N(C)C)CC(=O)N2
 : 96 | 98 | 93 | 102 | 93 | 101 | 97 | 111 | 111
COc1ccc2ccccc2c1
 : 103 | 101 | 101 | 92 | 114 | 92 | 94 | 99 | 104
COc1ccc(-c2cc(-c3cccnc3)nc(OC)c2C#N)cc1OC
 : 98 | 88 | 92 | 88 | 101 | 89 | 83 | 99 | 86
COc1cc(C2CC(=O)Nc3c2cc(Br)c2ccccc32)cc(Br)c1OC (centres undefined)
 : 6.6* | -31* | 55 | -5.3* | 91 | 17 | -43* | 61 | 74
Cc1cccc(OCC(O)CN2CCCC2)c1 (centres undefined)
 : 113 | 115 | 108 | 109 | 111 | 105 | 107 | 110 | 104
CCN1C(=O)N(CC)C2SC(N/N=C/C=C/c3ccccc3OC)=NC21 (centres undefined)
 : 12 | 5.3* | 51 | 6.2* | 8.4* | 18 | 19 | 26 | -11*

Other structures:
mol | KM12 | SF-295 | SF-268 | HCT-116 | HCC-2998 | U251 | SNB-75 | SNB-19 | SF-539
O=C1[C@@H]2Cc3c([nH]c4ccccc34)[C@H](c3ccc(Br)cc3)N2C(=O)CN1C1CCN(Cc2c(Cl)cccc2Cl)CC1 | 99 | 100 | 81 | 79 | 101 | 97 | 66 | 92 | 105
CN(C)c1ccc(/C=C2\CCC/C(=C\c3ccc(N(C)C)cc3)C2=O)cc1 | · | 94 | 96 | 99 | 96 | 103 | 91 | 97 | 105
COc1cc(NC(=O)C(C)C)ccc1C(=O)NC(=S)Nc1ccc(C(=O)O)cc1 | 98 | 94 | 86 | 99 | 115 | 92 | 53 | 96 | 89
O=C(SC1=NCCS1)SC1=NCCS1 | 113 | 115 | 109 | 102 | 110 | 100 | 98 | 96 | 106
Cc1cc(NC(=O)Nc2ccc(N=Nc3cc(S(=O)(=O)O)c4cccc(S(=O)(=O)O)c4c3)c(C)c2)ccc1N=Nc1cc(S(=O)(=O)O)c2cccc(S(=O)(=O)O)c2c1 | 98 | 99 | 97 | 100 | 94 | 107 | 90 | 103 | 99
S=C(Nc1ccc2c3c(cccc13)CC2)Nc1ccc2c3c(cccc13)CC2 | 90 | 90 | 88 | 83 | 107 | 93 | 84 | 98 | 93
CC/C(=C(/CC)c1ccc(O)cc1)c1ccc(O)cc1 | 44 | 44 | 64 | 29 | 70 | 43 | 52 | 73 | 68
N#CCCN(CCC#N)CC(=O)O | 101 | 100 | 99 | 108 | 111 | 98 | 72 | 109 | 95
Oc1ccc2ccccc2c1CNc1ccc2ccccc2c1 | 97 | 97 | 76 | 81 | 117 | 85 | 59 | 92 | 83
O=C1c2ccccc2C(=O)N1CCl | 99 | 98 | 100 | 90 | 95 | 107 | 98 | 98 | 102
COc1ccc(C(CN(C)C)OC(=O)C(c2ccccc2)c2ccccc2)cc1 (centres undefined) | 116 | 111 | 122 | 97 | 98 | 98 | 86 | 104 | 92
C#CCC1(c2ccc(F)c(F)c2)NS(=O)(=O)c2ccccc21 (centres undefined) | 102 | 105 | 102 | 95 | 102 | 96 | 99 | 108 | 104
CCN(CC1CCN(C(C)(C)Cc2cccc(F)c2)CC1)C(=O)c1cc2ccccc2[nH]1 | 81 | 82 | 72 | 55 | 82 | 79 | 93 | 81 | 86
N#CC1=C2NCCCNc3oc(nc3C#N)Cc3ccccc3CC(=N1)O2 | 94 | 108 | 101 | 23 | 114 | 96 | 92 | 93 | 99
ClC1(Cl)CC2CC1C1C3CC(C4OC34)C21 (centres undefined) | 109 | 97 | 110 | 103 | 101 | 89 | 87 | 106 | 109
C=C1C(=O)O[C@H]2[C@H]1CC/C(COC(=O)NCc1ccc(Cn3c(=O)sn(-c4ccc(OC)cc4)c3=O)cc1)=C\CC[C@@]1(C)O[C@@H]21 | 95 | 98 | 87 | 5.3* | 97 | 78 | 96 | 95 | 82
O=C1NC(=C(Cl)Cl)/C(=N\S(=O)(=O)NCc2ccccc2)N1 | 63 | 114 | 102 | 94 | 127 | 91 | 85 | 91 | 94
CSc1cccc(/C(C)=C(\C)C2CC2CCNS(=O)(=O)c2ccc(C)cc2)c1 (centres undefined) | 93 | 95 | 98 | 85 | 101 | 88 | 106 | 91 | 94
N#Cc1ccc(-n2cnc(NC(=O)[C@H]3CCN(C#N)C3)c2)cc1 | 8.3* | 42 | 30 | 5.3* | 39 | 7.3* | -1.7* | 35 | -9.3*
CC(=O)N(C(C)=O)N(C(C)=O)C(=O)c1ccccn1 | 112 | 96 | 105 | 104 | 112 | · | 78 | 101 | 92
O=c1[nH]c(=O)c2cc(Cl)cc(Cl)c2[nH]1 | 106 | 114 | 109 | 98 | · | 103 | 68 | 95 | 99
COc1ccc(CCN2C(=O)/C(=C/c3ccc(C4Oc5ccccc5C5CC(c6ccc(OC)cc6)=NN54)cc3)SC2=S)cc1 (centres undefined) | 105 | 97 | 100 | 110 | 112 | 96 | 91 | 102 | 94
NC(=O)N(Cc1ccccc1)Cc1ccccc1 | 103 | 85 | 103 | 107 | 107 | 107 | 119 | 112 | 105
Cc1cc(=O)oc2cc(OCCn3c(C)nn(-c4ccc(Cl)cc4)c3=O)ccc12 | 31 | 14 | 50 | 15 | 47 | 31 | 20 | 54 | 29
COc1cccc(C2CC(=O)Nc3c(-c4cccc(F)c4)nsc32)c1 (centres undefined) | 104 | 90 | 104 | 85 | 101 | 96 | 92 | 100 | 91
OC1(c2ccc(F)cc2)CCCCC1 | 112 | 116 | 113 | 108 | 102 | 103 | 87 | 109 | 95
COc1ccc(-n2c(-c3ccccc3)c(-c3ccccc3)c3c(SCC(=O)n4[nH]c(C)cc4=O)ncnc32)cc1 | 95 | 81 | 92 | 92 | 94 | 89 | · | 90 | 96
COc1cc(/C=C/c2cc(/C=C/c3ccc(O)c(OC)c3)n(-c3ccccc3)c(=O)n2)ccc1O | 63 | 88 | 72 | 56 | 104 | 56 | 57 | 76 | 80
COc1cc(-c2nc3c(ncc4ccc(=O)[nH]c43)s2)cc(OC)c1OC | 98 | 106 | 99 | 98 | 109 | 103 | 91 | 111 | 96
COc1ccc(/C=c2\nc3n(-c4ccccc4)c4n(n-3c2=O)C(=O)CN=4)cc1 | 106 | · | 97 | 110 | 108 | 109 | 95 | 103 | 99

Profiles as entered above:
Profile of COc1ccc(CCN2C(=O)/C(=C/c3ccc(C4Oc5ccccc5C5CC(c6ccc(OC)cc6)=NN54)cc3)SC2=S)cc1 (centres undefined) = KM12: 105; SF-295: 97; SF-268: 100; HCT-116: 110; HCC-2998: 112; U251: 96; SNB-75: 91; SNB-19: 102; SF-539: 94
Profile of COc1cc(/C=C/c2cc(/C=C/c3ccc(O)c(OC)c3)n(-c3ccccc3)c(=O)n2)ccc1O = KM12: 63; SF-295: 88; SF-268: 72; HCT-116: 56; HCC-2998: 104; U251: 56; SNB-75: 57; SNB-19: 76; SF-539: 80
Profile of COc1ccc(-n2c(-c3ccccc3)c(-c3ccccc3)c3c(SCC(=O)n4[nH]c(C)cc4=O)ncnc32)cc1 = KM12: 95; SF-295: 81; SF-268: 92; HCT-116: 92; HCC-2998: 94; U251: 89; SNB-75: ·; SNB-19: 90; SF-539: 96
